# Screens deposited in PubChem BioAssay by National Center for Advancing Translational Sciences (NCATS).
# LDHA inh: blocks human lactate dehydrogenase A. purified LDHA, NADH/diaphorase-resazurin fluorescence; active compounds read low. activity change, % (values are at about 110 or 230 µM). 480,000 tested, 0.15% active. AID 1347041; in the data active = activity change below about -30%; inconclusive = mostly about -25% to -30%;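 also: plate controls were DMSO wells for no effect and wells without enzyme for full effect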
#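 LDH5 2 nM; NADH 0.06 mM, pyruvate 0.2 mM; 200 mM Tris pH 7.4, EDTA, Tween-20; 5 min RT. Detection: diaphorase 0.133 mg/mL + resazurin 37 µM, fluorescence ex540/em590 at 0 and 20 min; normalized to enzyme-free and DMSO wells.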
# GRP78 ERSR act: ER stress response induction in glioma; U87-MG GRP78 promoter luciferase reporter, 16 h; Potency, µM, inactives show top-dose activation, actives largely listed as activators; 420,000 tested, 0.02% active; AID 602332; also: potency is read from the fitted curve at half-maximal effect; series mostly up to about 76 µM; % of control where 0% means no effect; nearly all actives have a fitted effect of over 35% in size
#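 Stably transfected U87-MG glioma cells carrying a GRP78-based luciferase sensor; 16 h compound incubation. Luminescence end-point read 10 min after Bright-Glo addition at room temperature.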
# Vif-A3G inh: Vif-A3G binding inhibition; HeLa A3G-eYFP + Vif (tagged APOBEC3G with the HIV-1 protein that degrades it), YFP fluorescence, overnight; Potency, µM (series often up to 46.1 µM), for the others: top-dose activity, negative = active, most hits filed as inhibitors; 410,000 tested, 0.076% active; AID 602310;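 also: potency is read from the fitted curve at half-maximal effect; % is scaled to controls: 0 for no effect and ±100 for the full control effect; nearly all actives have a fitted effect of over 60% in size; hits raise eYFP signal because A3G escapes Vif-driven loss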
#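 Read-out is eYFP fluorescence (Ex 488/Em 500-530) from Vif-expressing HeLa A3G-eYFP cells; more signal means A3G escaped Vif-mediated degradation. Cells plated overnight, compound pinned in, incubated overnight at 37 deg C.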
# USP1 inh: inhibitors of human USP1/UAF1 deubiquitinase; O94782; recombinant USP1/UAF1, Ub-Rhodamine cleavage fluorescence; Potency, µM (series often up to 57.1 µM), for inactives: top-dose activity change, negative = inhibition, hits mostly inhibitors; 390,000 tested, 0.23% active; also: potency is read from the fitted curve at half-maximal effect; % is scaled to controls: 0 for no effect and ±100 for the full control effect; nearly all actives have a fitted effect of over 60% in size; inactives centre near -12
#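 High-throughput fluorogenic screen: 1nM USP1/UAF1 complex, Ub-Rho substrate 150nM final, 50mM HEPES pH 7.8 with 0.5mM EDTA, 0.1 mg/ml BSA, 1mM TCEP and 0.01% Tween-20.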
# RXFP1 ag: agonists of human relaxin receptor RXFP1. Q9HBX9. HEK293T-RXFP1 cAMP TR-FRET, 30 min; response scale: percent of porcine relaxin response, buffer zero. Potency, µM (doses to about 57.5 µM), without a hit: at the top dose activation, most hits filed as activators. 370,000 tested, 0.3% active; also: potency is read from the fitted curve at half-maximal effect; % is scaled to controls: 0 for no effect and ±100 for the full control effect; nearly all actives have a fitted effect of over 60% in size; many of its hits are not listed in these tables
# Target sequence (Q9HBX9 whole entry, looked up): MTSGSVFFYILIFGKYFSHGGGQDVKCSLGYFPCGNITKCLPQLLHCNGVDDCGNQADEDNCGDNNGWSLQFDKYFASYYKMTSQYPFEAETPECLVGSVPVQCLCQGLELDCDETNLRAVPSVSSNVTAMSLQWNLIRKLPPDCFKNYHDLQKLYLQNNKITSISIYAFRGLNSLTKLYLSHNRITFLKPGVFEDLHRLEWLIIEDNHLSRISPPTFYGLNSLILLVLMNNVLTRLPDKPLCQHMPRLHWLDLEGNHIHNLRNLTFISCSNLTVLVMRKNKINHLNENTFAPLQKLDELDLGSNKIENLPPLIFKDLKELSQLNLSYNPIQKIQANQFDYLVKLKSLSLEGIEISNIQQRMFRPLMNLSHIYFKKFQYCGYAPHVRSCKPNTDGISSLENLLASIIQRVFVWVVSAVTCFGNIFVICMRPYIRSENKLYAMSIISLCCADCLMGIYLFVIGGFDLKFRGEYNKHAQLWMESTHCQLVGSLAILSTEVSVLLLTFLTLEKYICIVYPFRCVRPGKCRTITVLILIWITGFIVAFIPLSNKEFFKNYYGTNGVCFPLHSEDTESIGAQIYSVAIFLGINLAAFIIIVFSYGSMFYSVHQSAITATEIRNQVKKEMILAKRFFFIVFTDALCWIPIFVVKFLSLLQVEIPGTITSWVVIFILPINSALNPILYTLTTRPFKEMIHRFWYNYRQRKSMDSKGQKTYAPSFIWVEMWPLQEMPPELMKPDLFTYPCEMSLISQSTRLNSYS
#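 HEK293 cells stably expressing RXFP1, treated 30 min at 37C with compounds plus PDE4 inhibitor Ro 20174; cAMP measured by HTRF TR-FRET. Normalized to buffer and 29 nM porcine relaxin; EC50 by Hill fit.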
# Vif-APOBEC3F blk: Vif-A3F binding inhibition; AID 602313; Potency, µM (titrated, usually from 46.1 µM), inactives show at the top dose activity, negative = active; 390,000 tested, 0.2% active; HeLa A3F-eYFP + Vif (tagged APOBEC3F with the HIV-1 protein that degrades it), YFP fluorescence increase; also: potency is read from the fitted curve at half-maximal effect; % of control where 0% means no effect; nearly all actives have a fitted effect of over 65% in size
#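 HeLa cells stably expressing A3F-eYFP plus Vif, plated and incubated overnight at 37 deg C, then exposed to compounds overnight at 37 deg C. Blocked degradation read as raised yellow fluorescence (Ex 488/Em 500-530).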
# PI4K2A inh: PI4K2A (human) kinase inhibition. Q9BTU6. purified PI4K2A, ADP-Glo luminescence, 1 h; active compounds read low. activity change, negative = inhibition, % at 76.9 µM. 420,000 tested, 0.13% active. AID 1346378; in the data active = activity change below about -50%; inconclusive = mostly about -30% to -49%;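 also: -100% = wells without enzyme as full effect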
#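 PI4K2A activity was measured by ADP-Glo luminescence: enzyme (4 ug/mL stock) and phosphatidylinositol (1.2 mM stock) in Tris pH 7.5/MgCl2/EGTA/Triton X-100 buffer were reacted with ATP (300 microM stock) for one hour at ambient temperature.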
# TrxR1 substrate: substrates of rat thioredoxin reductase 1; O89049; purified TrxR1 substrate turnover, NADPH consumption readout; Potency, µM (series often up to 114 µM), inactives show top-dose activity change, negative = substrate turnover; 390,000 tested, 0.01% active; AID 588456; also: potency is read from the fitted curve at half-maximal effect; % is scaled to controls: 0 for no effect and ±100 for the full control effect; nearly all actives have a fitted effect of over 50% in size
#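 Rat TrxR1, dispensed at 90 nM, was prereduced with 400 uM NADPH (final) for 5 min at ~22 deg C, then incubated with compound 15 min before 400 uM selenite. A first-read NADPH fluorescence drop versus no-compound background flagged substrates.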
# IDH1 R132H inh: human IDH1 R132H inhibition. Potency, µM (highest dose often 76.6 µM), inactives show at the highest dose activity change, negative = inhibition, hits mostly inhibitors. 390,000 tested, 0.093% active. IDH1-R132H enzyme, NADPH consumption, diaphorase/resazurin fluorescence. AID 602179; also: potency is read from the fitted curve at half-maximal effect; % is scaled to controls: 0 for no effect and ±100 for the full control effect; nearly all actives have a fitted effect of over 65% in size
#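 IDH1-R132H (0.5 ug/mL dispensed) in pH 7.5 Tris buffer was preincubated 30 min with compound, then given a substrate mix of 0.016 mM NADPH and 2 mM alpha-KG for 80 min at room temperature; remaining NADPH was read by diaphorase/resazurin fluorescence.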
# Numbers without * were called inactive; ? = inconclusive; nt = not tested or not shown; & = joins results of further samples; [ ] = dose if it differs, or a comment. Unless noted, calls follow the shape of the dose curve; as a rule, active = well fitted curve in the direction sought with a large enough effect; inconclusive = small, poorly fitted or top-dose-only effect, or another doubt; inactive = no such curve, though single readings can be large; an effect the other way counts as inactive or inconclusive. An excerpt (hit frequency here may not be typical).
SMILES	LDHA inh	GRP78 ERSR act	Vif-A3G inh	USP1 inh	RXFP1 ag	Vif-APOBEC3F blk	PI4K2A inh	TrxR1 substrate	IDH1 R132H inh
CC(C)CN(CC(C)C)S(=O)(=O)N1CCC(C(=O)NCc2ccc(F)cc2)CC1	-12.9	0.2%	3.1%	-7.5%	-0.6%	-4.6%	4.5	-2.1%	6.4%
CCOC(=O)c1oc2c(CN3CCN(C)CC3)c(O)c(CC)cc2c(=O)c1-c1nc2ccccc2s1	-1.9	0.8%	1.1%	-4.9%	nt	-4.6%	-0.8	-0.5%	-6.0%
CCN(CC)C(=O)C1CCN(c2nnc(C)c3c(C)n(-c4ccc(Cl)cc4)nc23)CC1	-0.4	-0.2%	0.0%	-19.5%	4.4%	-8.2%	-0.9	6.1%	-4.2%
CCOC(=O)c1sc2c(c1C)c(=O)n(CCO)c(=O)n2Cc1ccccc1	-2.5	-0.7%	-0.7%	-16.2%	0.0%	-0.2%	-1.1	7.3%	23.9%
COc1ccccc1NC(=O)COc1cc(C)nc(C(C)C)n1	3.2	-1.7%	-2.8%	-11.5%	0.7%	1.6%	-1.8	-7.1%	4.5%
CC1CN(S(=O)(=O)c2ccc(C(=O)Nc3nnc(-c4ccccn4)o3)cc2)CC(C)O1 (configuration not stated)	5.1	-1.0%	-2.5%	-19.5%	-0.1%	-3.3%	0.1	-15.1%	-12.0%
Cc1cc(Nc2ccccc2O)c2ccccc2n1	-5.0	-6.7%	-5.6%	-14.3%	-1.4%	13.7%	-0.5	-7.0%[57.1 µM]	10.9%
O=C1c2ccccc2C(=O)N1C1C=CC=CC=C1	10.6	-6.9%	-21.3%	-5.5%	nt	-6.0%	-0.7	nt	-7.8%
COc1ccccc1NS(=O)(=O)c1cc(C(=O)NCCCN2CCCC2=O)ccc1C	1.9	-3.0%	-1.2%	1.2%	nt	-1.9%	1.1	-5.3%	-1.1%
Cc1nc(Nc2ccccc2)sc1C(=O)c1ccccc1	-1.8	2.4%	-21.5%	-20.5%	6.6%	12.6%	-4.4	-4.8%	-5.0%
C/C(CCc1ccccc1)=N\NC(=O)c1ccccc1[N+](=O)[O-]	-2.7	-4.8%	-2.1%	-4.2%	-0.1%	8.3%	1.8	-8.4%	0.4%
CCCCCCCCCCSc1n[nH]c(NC(C)=O)n1	0.1	-3.2%	0.8%	-9.9%	-1.5%	-3.9%	-2.8	5.8%[57.1 µM]	9.7%
COCCCNC(=O)c1c(F)c(F)c(F)c(F)c1F	-7.0	-5.7%	0.7%	-28.7%	0.9%	?	4.5	1.4%	7.6%
CCCc1ccc(-c2cc(NC(=O)CSc3nnc(N)s3)n(-c3ccccc3)n2)cc1	-6.1	1.1%	-14.6%	-23.8%	-1.7%	-3.5%	0.1	2.7%	7.3%
O=C(C1=C[C@H](c2ccc(Br)cc2)C[C@H](OCc2ccc(CO)cc2)O1)N1CCN(Cc2ccc3c(c2)OCO3)CC1	-3.3	-3.3%	3.6%	-12.1%	-0.2%	0.0%	1.7	1.1%	-2.5%
CCN1CCCC1CNC(=O)c1cc2c(OC)c(OC)c(OC)cc2[nH]1 (configuration not stated)	3.0	-1.6%	1.8%	-6.7%	0.1%	6.2%	0.8	21.6%[57.1 µM]	2.3%
O=C(O)c1ccc(/C=N/NC(=O)c2cc3c(ccc4ccccc43)o2)cc1	-4.0	4.4%	-6.4%	-22.7%	-0.3%	6.7%	-5.3	9.2%[57.1 µM]	8.9%
CC(=O)C1=C(O)C(=O)N(c2nnn(C)n2)C1c1cccs1 (configuration not stated)	-16.7	-6.7%	-4.8%	-20.3%	5.0%	2.8%	0.2	-4.4%	0.1%
C[C@@H]1CN([C@@H](C)CO)C(=O)c2cc(/C=C/c3ccccc3)cnc2O[C@@H]1CN(C)S(=O)(=O)c1ccc(F)cc1	-4.9	-4.5%	-5.5%	-26.2%	nt	-2.8%	-1.6	nt	-2.1%
CCOC(=O)CNC(=O)CSc1nnc(-c2ccncc2)n1-c1ccc(Cl)cc1	0.0	-1.9%	-0.2%	-8.1%	-0.2%	-1.9%	1.8	-13.8%	2.9%
COc1ccc(-c2cc(N3CCN(CCO)CC3)n3nccc3n2)cc1	-3.2	-2.9%	-2.5%	nt	nt	nt	-4.8	nt	nt
O=C(Cn1c(=S)[nH]c2ccccc2c1=O)N1CCc2ccccc2C1	-2.0	20.0%	0.1%	5.7%	5.2%	?	-1.6	3.2%[57.1 µM]	21.3%
Cc1cc(C)cc(OCc2nnc(N)s2)c1	-9.1	0.9%	3.0%	-18.0%	2.9%	-13.3%	4.3	9.7%	0.0%
COc1ccc(CCNC(=O)C2=COCCO2)cc1	-7.4	1.3%	0.6%	-17.9%	1.7%	-0.6%	-0.4	3.9%	3.4%
COc1cccc(N2CCN(C(=O)Nc3ccc4c(c3)NC(=O)CO4)CC2)c1	-1.9	-4.1%	-2.2%	-17.2%	-3.4%	-1.2%	4.2	8.6%	-0.3%
O=C(/C=C/c1cccc(Cl)c1)OCc1cn2cc(Cl)ccc2n1	-4.4	-1.3%	2.3%	-22.9%	-0.1%	-2.8%	4.1	11.7%[57.1 µM]	0.8%
Cc1cccc(CC(=O)Nc2sc(C(C)C)cc2C(=O)N2CCOCC2)c1	5.3	-4.5%	-2.8%	-2.1%	3.0%	3.6%	0.6	-7.7%	-1.6%
CC(=O)N(CCCc1ccc(C(C)(C)C)cc1)CCCN(C)C	-20.4	-2.4%	-0.4%	-1.5%	-0.5%	-11.6%	4.9	12.0%	0.1%
COc1ccc(NC(=O)COC(=O)C2CC(=O)N(CCc3ccc(OC)c(OC)c3)C2)cc1Cl (configuration not stated)	0.8	-4.1%	-1.0%	-17.6%	2.3%	-2.6%	-0.6	6.5%	3.8%
COc1ccc(N(C(=O)c2ccc(C)cc2)S(=O)(=O)c2cccs2)cc1	1.1	?	2.9%	-20.4%	0.2%	2.3%	-0.4	-3.2%	6.6%
CC(C)(C)N(Cc1ccccc1)C(=O)COC(=O)C1CCN(c2ccc(C(F)(F)F)cn2)CC1	1.2	-3.6%	-0.8%	-25.0%	1.1%	-2.6%	0.7	-3.9%	-0.6%
Cc1sc2ncnc(N/N=C/c3ccc(O)cc3)c2c1C	-6.1	-1.1%	-12.9%	-18.9%	1.4%	1.5%	1.0	-9.9%	10.1%
O=C1CN(C(=O)N[C@@H](Cc2ccccc2)C(=O)N[C@@H](C(=O)O)c2ccccc2)c2ccccc2N1	-14.2	3.9%	-0.6%	-11.8%	-1.6%	-15.8%	8.7	4.2%[57.1 µM]	0.0%
CCCCn1nnnc1SCC(=O)N1CCCC1	-2.9	-2.9%	2.4%	2.7%	2.1%	3.2%	5.8	2.8%[57.1 µM]	-0.5%
CC(=O)c1ccc(NC(=O)CN2C(=O)COc3ccc(S(=O)(=O)N4CCCC4)cc32)cc1	-6.1	-1.3%	-1.3%	-16.6%	0.6%	-12.5%	0.4	1.2%	-16.9%
CN1C(=O)NC(c2ccccc2)C2=C1CN(c1ccc3ccccc3c1)C2=O (configuration not stated)	5.1&1.9	-1.3%	-10.8%	-17.0%	1.1%	1.0%	-1.6	51.3%[activator]	2.3%
CCc1nonc1NC(=O)c1oc2cc(C)c(C)cc2c1C	-10.5&-9.9	20.3%&2.4%	-6.0%&3.4%	-4.1%&-3.2%	-1.5%&9.4%	-0.1%&2.7%	-5.3&4.6	-1.0%&3.8%	-11.3%&-3.9%
CCOC(=O)Nc1ccc2c(c1)N(CCCN(C)C)c1ccccc1CC2	3.0	-2.6%	-2.6%	-5.2%	-1.2%	10.0%	-0.5	0.3%	2.4%
COc1cc(NC(=O)COc2ccc(C)c(C)c2)ccc1NC(=O)c1ccco1	2.9	-1.8%	2.7%	-12.5%	-2.3%	-14.1%	0.4	17.1%	4.2%
CCn1c(=O)c(C(=O)NNC(=O)c2ccccc2Cl)c(O)c2ccccc21	3.3	1.1%	0.6%	-5.2%	3.1%	8.0%	-0.6	-0.2%	-8.5%
CCCOc1ccc(C(=O)NNC(=O)CCNC(=O)c2ccco2)cc1OC	-2.7	-2.7%	-0.3%	2.3%	-1.2%	-22.1%	-3.6	-14.3%	0.8%
O=C(NCCCO)c1ccc2[nH]c3ccccc3c2c1	-1.9	5.1%	-2.2%	-20.1%	1.9%	-1.3%	-4.4	76.2%[activator]	3.1%
Cc1cccc(C(=O)OCC(=O)N2CCCCCC2)c1C	-1.2	1.8%	-5.8%	?	nt	-13.5%	0.0	1.0%	-1.2%
CCOc1ccccc1NC(=O)c1c(NC(=O)Cc2ccccc2)sc2c1CCCC2	-5.8	1.4%	-9.6%	?	1.9%	0.2%	1.4	12.2%	0.7%
Cc1ccc(Cl)cc1N(C)C(=O)c1cc2c(Cl)nc3ccccc3c2s1	3.5	-1.8%	1.3%	-24.5%	27.6%	-10.1%	-1.9	7.1%	7.2%
CC1CCC(C(C)C)C(OC(=O)COC(=O)c2ccc(=O)[nH]c2)C1 (configuration not stated)	-1.3	-4.2%	-1.0%	-17.1%	3.8%	-9.0%	1.8	-11.6%	0.4%
